Assay outcomes from PubChem.
All columns: NCI-60 one-dose screen, growth in % after 48 h at 10 µM unless noted; 100 = growth as untreated, 0 = no growth, -100 = all killed.
UACC-62 – UACC-62 melanoma; 81,000 tested, 5.4% active; AID 1794756
LOX IMVI – LOX IMVI melanoma; 79,000 tested, 7.4% active; AID 1794757
UACC-257 – UACC-257 melanoma; 78,000 tested, 4.4% active
BT-549 – BT-549 breast cancer. 78,000 tested, 4.4% active
MALME-3M – MALME-3M melanoma; 78,000 tested, 5.8% active; AID 1794766
T-47D – T-47D breast cancer; AID 1794792; 79,000 tested, 5% active
SK-MEL-2 – SK-MEL-2 melanoma | 77,000 tested, 4.7% active | AID 1794763
HS 578T – HS 578T breast cancer; 78,000 tested, 4.1% active; AID 1794788
Active calls of the source: *; · = no result given; & = joins results of further samples; [ ] = dose if it differs, or a comment. Rule for the calls: active = growth percent below 10; inactive = the rest.

SMILES	UACC-62	LOX IMVI	UACC-257	BT-549	MALME-3M	T-47D	SK-MEL-2	HS 578T
CC(=O)OCC(COC(C)=O)C(C)=O	94	102	100	·	110	110	114	108
COc1ccc2c(c1)sc1nc(-c3ccc(N(C)C)cc3)cn12	104	113	96	99	112	69	89	122
O=C(Nc1ccc(N2CCNCC2)cc1)c1[nH]ncc1Nc1cc(C2CC2)ncn1	50	36	76	43	62	57	65	41
CC(C)NC(=O)OCc1c(COC(=O)NC(C)C)c(-c2ccc(Cl)c(Cl)c2)n2c1CS(=O)(=O)C2	79	81	94	90	90	·	97	66
Cc1ccc(-n2cc(-c3ccccc3)c3c2N=C(SCC(=O)c2ccccc2)N2CCN=C32)cc1	80	95	110	110	108	74	109	94
Cn1cc(/C=C2\C(=O)N(CCCn3c4ccccc4c(=O)c4ccccc43)c3ccccc32)c2ccccc21	94	91	121	107	97	85	92	105
BrCC(Br)C1OCCCO1 (configuration not stated)	94[100 µM]	·	106[100 µM]	104[100 µM]	96[100 µM]	97[100 µM]	118[100 µM]	107[100 µM]
COc1cc2c(c(OC)c1OC)CCC(c1cccc(C(=O)Nc3ccc([N+](=O)[O-])cc3)c1)O2 (configuration not stated)	31	53	51	27	68	9.1*	43	77
CC(=O)Oc1ccccc1C(=O)Nc1cc(C(C)C)ccc1C	17	12	-9.4*	37	-6.7*	9.1*	-23*	20
COc1ccc(-c2nnc(Nc3ccc(C(F)(F)F)cc3)o2)cc1	102	97	85	99	106	88	86	107
CC1(C)CC[C@]2(C(=O)N3CCCNCC3)CC[C@]3(C)C(=CC[C@@H]4[C@@]5(C)Cc6c([nH]c7ccccc67)C(C)(C)[C@@H]5CC[C@]43C)[C@H]2C1	103	20	101	98	105	96	107	90
COc1ccc(/C=C/c2nc(Nc3ccc(S(=O)(=O)Nc4cc(C)on4)cc3)c3ccccc3n2)cc1	18	31	78	86	112	37	76	80
N#Cc1ccc([N+](=O)[O-])cc1OCCN1CCCCC1	95	99	110	99	108	102	88	105
Cc1ccn2ccnc2c1	114	94	102	118	123	99	·	111
O=C(Cc1ccccc1Nc1c(Cl)cccc1Cl)N/N=C/c1sc(=S)[nH]c1O	97	95	75	115	103	87	87	86
CNCCCC(C)Nc1ccnc2cc(Cl)ccc12 (configuration not stated)	111	90	95	93	105	·	101	91
COc1nc2[nH]c(-c3ccc(Cl)cc3)c(C3C(=O)N(Cc4ccccc4)c4ccccc43)c2c(=O)[nH]1 (configuration not stated)	88	93	104	110	106	100	98	98
CCCOc1ccc2cc([C@@H]3C[C@H]3CCNS(=O)(=O)c3ccc(C)cc3)ccc2c1	54	91	69	95	99	52	88	88
NC1CCN(c2c(F)cc3c(=O)c(C(=O)O)cn(C4CC4)c3c2Cl)C1 (configuration not stated)	101	88	111	110	110	112	·	110
O=C(CCc1ccc(O)cc1)c1c(O)cc(O)cc1OC1OC(CO)C(O)C(O)C1O (configuration not stated)	100	100	99	111	·	108	102	120
N#Cc1c(-c2ccc(C(F)(F)F)cc2)c(F)c(NCCC2CCC(O)C2)n2c1nc1ccccc12 (configuration not stated)	73	6.4*	·	30	·	68	101	87
N#CC(CC(=O)c1ccccc1)c1ccc(Cl)cc1 (configuration not stated)	·	97	96	·	101	·	96	91
O=C1S/C(=C/c2ccc(O)cc2)C(=O)N1c1nc(N2CCCC2)nc(N2CCCC2)n1	89	68	96	96	97	100	96	92
C#Cc1ccc([N+](=O)[O-])cc1	109	98	99	105	108	107	111	106
CCCn1cnc2c(c1=N)C(c1ccc(OC)cc1)c1sc3c(C)cccc3c1O2 (configuration not stated)	14	25	87	12	58	41	37	10
Cn1cc(-c2nc(-c3cccnc3)cs2)c2cc(Br)ccc21	85	82	·	87	115	68	75	95
Cc1cccc(-c2nc(Nc3ccccc3S(N)(=O)=O)c3ccccc3n2)c1	90	81	109	93	92	87	111	94
CCCC(=O)OCc1ccc(OC)cc1	98	100	·	129	85	88	113	117
CCn1c(SCc2ccc(OC)cc2)nnc1-c1nn(-c2ccc(Cl)cc2Cl)c(-c2ccc(Cl)cc2)c1C	79	75	·	92	85	62	76	92
Cc1ccc(-c2nn(-c3ccccc3)cc2/C=C/C(=N/NC(N)=S)c2cc3ccccc3oc2=O)cc1	87	102	105	120	98	113	106	111
Cc1cccc(N2C(=O)CSC2=S)c1	100	93	104	103	129	100	86	107
CC(=O)CCN(Cc1ccccc1)Cc1ccccc1	94	99	95	115	116	110	118	111
Nc1ccc(CSc2ccc(Cl)cc2)c(Cl)c1	71	90	105	86	·	81	93	89
C=CC(C)(O)CCC1C(=C)CCC2C(C)(C)CCCC12C (configuration not stated)	96	97	88	111	101	99	92	113
CCOC(=O)c1c(C)nc2ccccc2c1/C=C/c1ccc(C)cc1	55	75	84	69	107	21	74	89
S=C(NCCCN1CCOCC1)NN=C1c2ccccc2-c2ccccc21	102	84	123	98	114	84	97	98
CC12CCC3C(C1)C(C(=O)O2)C(=O)OC3(C)C (configuration not stated)	107&100	96&96	95&97	93&98	96&112	101&111	111&114	114&109
O=C(SCc1c(O)c2ccccc2oc1=O)c1ccccc1	104	96	109	100	103	96	111	93
CC(C)(C)C1CCC(OC(=O)c2ccccc2)CC1 (configuration not stated)	·	100	83	94	97	86	93	99
COc1ccc(-c2nc(NC(=O)c3cc(OC)c(OC)c(OC)c3)n[nH]2)cc1	101	92	100	97	94	89	104	91
C/C(=C/c1ccc(Cl)cc1)C(=O)O	100	95	94	103	112	108	109	98
CN(C)c1ccc(/C=N\NC(=O)CN2CCN(c3cc4c(cc3F)c(=O)c(C(=O)N/N=C/c3ccc(N(C)C)cc3)cn4C3CC3)CC2)cc1	103	107	110	98	107	88	115	101
COc1cc(-c2nc3ccc(-c4nnc(SCc5ccccc5)o4)cc3[nH]2)cc(OC)c1OC	87	76	95	75	68	61	86	46
CC(C)CCC[C@@H](C)[C@H]1CC[C@H]2[C@@H]3C[C@@H]4O[C@@]45C[C@@H](O)CC[C@]5(C)[C@H]3CC[C@]12C	100	94	93	108	113	79	·	92
O=c1c2ccccc2sc2c(NCc3ccccc3)nc3ccccc3c12	75	86	107	105	90	66	101	88
C=CCN1C(=O)/C(=C/C(=O)OC)S/C1=N\NC(=O)c1cc2ccc1/C=C\c1ccc(cc1)/C=C\2	77	79	91	62	92	63	97	94
COC(=O)/C(=N\Nc1nnc(C)n1N)C(C#N)c1ccc(Cl)cc1 (configuration not stated)	106	102	77	102	113	88	103	105
COc1ccc(-c2nc3ccc(-c4nnc(SCC(=O)Nc5ccc(/C(C)=N\O)cc5)o4)cc3[nH]2)cc1	14	34	50	-62*	-20*	53	76	6.5*
CCCCn1c(=O)c(/C=C/c2cc(/C=C/c3cc4cc(C)ccc4n(CCCC)c3=O)n(-c3ccccc3)n2)cc2cc(C)ccc21	99	93	80	101	100	103	·	·
COc1cc(/C=C2/C(=O)Nc3ccc(Cl)cc32)ccc1OCc1ccccn1	79	85	105	109	99	90	109	103
COc1ccc(N=Nc2sc(=O)n(Cc3ccccc3)c2S)cc1	66	91	88	95	101	80	98	99
COc1ccc2c(c1)C(=O)c1c-2c(OCCCN(C)C)nc2cc(Br)ccc12	86	21	108	90	70	84	98	81
COC(=O)[C@@H](OC(=O)NS(=O)(=O)N(c1ccc(F)cc1)C1CCN(C(=O)c2ccc(F)cc2)CC1)C(C)C	102	93	·	105	100	91	109	86
CNC(=O)c1c(NC(=O)c2ccc(C(C)(C)C)cc2)sc2c(CN(C)C)c(O)ccc12	-86*	-88*	-56*	72	-89*	-4.0*	-53*	55
Nc1nc(=O)c2ccccc2s1	97	104	118	101	110	·	104	112
COc1cc(OC)c(C(=O)C(CN(C)C)CN(C)C)cc1OC	19	-69*	9.0*	74	-88*	-18*	105	108
NC(N)=Nc1ccc(Oc2cccc(Nc3ccc(Cl)c(C(F)(F)F)c3)c2)cn1	-78*	-84*	-26*	17	·	15	-18*	-2.6*
CC(=O)[C@H]1CC[C@H]2[C@@H]3C=CC4=CC(=O)CC[C@@]4(C)[C@@H]3CC[C@]12C	94	100	133	99	116	97	96	·
CCOC(=O)c1cc(/C=C/c2cccc(Cl)c2)on1	79	-3.8*	108	87	93	·	113	76
CC(=O)OCC(=O)[C@@]1(O)[C@H](C)C[C@H]2[C@@H]3C=C(C)C4=Cc5c(cnn5-c5ccc(F)cc5)C[C@]4(C)[C@H]3[C@@H](O)C[C@@]21C	-9.5*	1.8*	50	55	62	43	23	·

Next results:
SMILES	UACC-62	LOX IMVI	UACC-257	BT-549	MALME-3M	T-47D	SK-MEL-2	HS 578T
O=C(CSc1nc2c(c(=O)[nH]1)CCCC2)NNC(=O)c1ccccc1Br	100	102	105	106	104	98	113	109
Nc1nc(N=Nc2ccc(O)cc2)cc(=O)[nH]1	101	94	112	95	96	96	144	108
CCCN(CCC)c1ccc(N=Nc2ccccc2C(=O)O)cc1	89	89	106	·	85	49	98	·
CN1CCC=C(C(=O)O)C1	100	102	89	89	95	107	59	95
CN1CCN(Cc2ccc3c(NNC(=O)c4ccccc4)nc4cc(F)ccc4n23)CC1	4.5*	7.3*	12	49	23	25	58	71
CCNc1nc2ccccc2c2c(=O)c3cc(F)cc(F)c3sc12	91	93	105	95	96	90	105	98
CCOC(=O)/C(C#N)=C\c1c(-c2cccc(NC(C)=O)c2)[nH]c2ccccc12	79	85	99	93	95	79	92	86
CCCCNC(=O)c1ccc(C)cc1	·	113	73	104	112	97	100	109
CC[C@H](C)[C@@H]1NC(=O)[C@@H]([C@@H](C)CC)NC(=O)CC(=O)[C@H](C)[C@H](/C=C(\C)C[C@@H](C)C/C(C)=C/c2cnco2)OC1=O	97	94	113	97	99	·	109	98
O=C(/C=C/c1ccc(Br)cc1)c1cccc(OCCCOc2cccc(C(=O)/C=C/c3ccc(Br)cc3)c2)c1	98	98	103	104	103	90	101	103
O=C(NCc1cccnc1)c1cc(-c2csc3c(=O)cc(N4CCNCC4)oc23)cc2c1OCCO2	60	88	90	92	102	62	88	81
N#Cc1ccc(-c2nn(-c3ccc(C(=O)O)cc3)cc2CNc2cc(Cl)cc(Cl)c2)cc1	29	7.1*	60	-1.6*	80	26	82	50
CCN(CC)CCOc1cc2c(cc1OC)CCC2=O	106	101	104	92	107	89	93	123
CCOC(=O)C/C(=N\Nc1cc(=O)n(C)c2ccccc12)C(=O)OCC	94	98	102	106	104	104	105	93
CCNc1nc2c(ccc3c(C)c(CC)c(=O)oc32)o1	102	101	113	98	104	99	103	101
NNC(=S)N/N=C/c1ccccc1	109	94	100	115	98	91	114	105
CCOc1ccccc1/C=N/N=C(N)N	92	88	99	99	112	87	127	107
O=c1nc(N2CCOCC2)oc2c(-c3ccsc3)cccc12	69	89	99	95	90	73	103	91
CCOC(=O)C1C(=O)OC2CCCCC21 (configuration not stated)	100	105	102	98	120	·	118	105
Cc1cc2c(c(C)c1Cl)C(=O)/C(=C/c1ccccc1O)O2	78	89	93	90	68	52	99	64
CC1(C)CC[C@]2(C(=O)Nc3ccccn3)CC[C@]3(C)C(=CC[C@@H]4[C@@]5(C)C/C(=C/c6ccncc6)C(=O)C(C)(C)[C@@H]5CC[C@]43C)[C@@H]2C1	24	·	48	36	-2.8*	13	63	57
Cc1ccccc1N=Nc1ccc(N=Nc2ccc(O)cc2O)c(C)c1	94	98	92	106	107	77	105	100
COc1ccc(CNCCN2C(=O)c3ccc4c5c(ccc(c35)C2=O)C(=O)N(CCNCc2ccc(OC)c(OC)c2OC)C4=O)c(OC)c1OC	-72*	-28*	-85*	-11*	-73*	-18*	-63*	-35*
CC(C)(C)C(=O)/C=C/c1ccc(Br)cc1	·	97	90	103	·	106	109	115
CC(=O)Oc1cccc([N+](=O)[O-])c1	105	97	110	97	88	95	113	103
N#Cc1ccc(OCc2cn(CC(=O)Nc3nc4ccccc4s3)nn2)cc1	96	100	97	98	92	96	101	100

By substructure, those above containing fluorine
SMILES	UACC-62	LOX IMVI	UACC-257	BT-549	MALME-3M	T-47D	SK-MEL-2	HS 578T
COc1ccc(-c2nnc(Nc3ccc(C(F)(F)F)cc3)o2)cc1	102	97	85	99	106	88	86	107
NC1CCN(c2c(F)cc3c(=O)c(C(=O)O)cn(C4CC4)c3c2Cl)C1 (configuration not stated)	101	88	111	110	110	112	·	110
N#Cc1c(-c2ccc(C(F)(F)F)cc2)c(F)c(NCCC2CCC(O)C2)n2c1nc1ccccc12 (configuration not stated)	73	6.4*	·	30	·	68	101	87
CN(C)c1ccc(/C=N\NC(=O)CN2CCN(c3cc4c(cc3F)c(=O)c(C(=O)N/N=C/c3ccc(N(C)C)cc3)cn4C3CC3)CC2)cc1	103	107	110	98	107	88	115	101
COC(=O)[C@@H](OC(=O)NS(=O)(=O)N(c1ccc(F)cc1)C1CCN(C(=O)c2ccc(F)cc2)CC1)C(C)C	102	93	·	105	100	91	109	86
NC(N)=Nc1ccc(Oc2cccc(Nc3ccc(Cl)c(C(F)(F)F)c3)c2)cn1	-78*	-84*	-26*	17	·	15	-18*	-2.6*
CC(=O)OCC(=O)[C@@]1(O)[C@H](C)C[C@H]2[C@@H]3C=C(C)C4=Cc5c(cnn5-c5ccc(F)cc5)C[C@]4(C)[C@H]3[C@@H](O)C[C@@]21C	-9.5*	1.8*	50	55	62	43	23	·
CN1CCN(Cc2ccc3c(NNC(=O)c4ccccc4)nc4cc(F)ccc4n23)CC1	4.5*	7.3*	12	49	23	25	58	71
CCNc1nc2ccccc2c2c(=O)c3cc(F)cc(F)c3sc12	91	93	105	95	96	90	105	98
